# Screening data as filed in PubChem.
# Pol beta inh = blocks human DNA polymerase beta activity; Potency, µM (titrated, usually from 114 µM), for the others: top-dose activity change, negative = inhibition, most hits filed as inhibitors; Pol beta primer extension/strand displacement, fluorescence kinetic; 1.3% of 340,000 active; further: on the % scale 0 is the no-effect control and ±100 the full control effect
#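 Kinetic readout of DNA synthesis with strand displacement by Pol beta. Compound and 10 nM enzyme sit 15 min at room temperature; 50 nM substrate starts the reaction, read immediately and at 10 min.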
# APEX1 inh = APE1 (human) endonuclease inhibition. AID 2517. 0.35% of 350,000 active. recombinant APE1, TAMRA/BHQ-2 abasic DNA cleavage fluorescence. P27695. Potency, µM (top dose mostly 65.8 µM), without a hit: at the highest dose activity change, negative = inhibition, actives largely listed as inhibitors;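 further: plate controls were vehicle for no effect and reference inhibitor for full effect; nearly all actives have a fitted effect of over 55% in size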
# Target sequence (P27695 whole entry, looked up): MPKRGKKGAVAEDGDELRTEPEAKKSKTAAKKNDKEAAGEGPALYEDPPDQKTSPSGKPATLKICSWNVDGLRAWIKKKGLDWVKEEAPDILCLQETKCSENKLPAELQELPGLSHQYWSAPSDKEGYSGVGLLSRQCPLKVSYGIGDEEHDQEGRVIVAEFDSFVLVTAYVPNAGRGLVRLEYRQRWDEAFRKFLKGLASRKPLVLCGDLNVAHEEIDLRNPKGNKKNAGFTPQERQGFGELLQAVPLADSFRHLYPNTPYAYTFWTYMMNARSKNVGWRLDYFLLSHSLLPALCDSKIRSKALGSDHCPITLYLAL
#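 Incision of a quenched TAMRA/BHQ-2 THF abasic-site duplex (50 nM) by 0.75 nM APE1, after 15 min compound preincubation, measured as fluorescence increase over three 60 s reads. Values normalized to buffer, DMSO and NSC13755 control wells.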
# BLM helicase inh = blocks DNA unwinding by human BLM helicase; P54132; recombinant BLM DNA unwinding, fluorescence dequenching; Potency, µM (titrated, usually from 56.1 µM), without a hit: top-dose activity change, negative = inhibition, hits mostly inhibitors; 0.2% of 350,000 active; AID 2528;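 further: plate controls were vehicle for no effect and no enzyme for full effect; nearly all actives have a fitted effect of over 35% in size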
# G9a inh = inhibitors of human histone lysine methyltransferase G9a; Q96KQ7; G9a H3K9 monomethylation, AlphaScreen, 2 h; Potency, µM (doses to about 102 µM), for inactives: top-dose activity, negative = inhibition, actives largely listed as inhibitors; 8.8% of 350,000 active; further: on the % scale 0 is the no-effect control and ±100 the full control effect; nearly all actives have a fitted effect of over 75% in size
# Target sequence (Q96KQ7 913-1193 limits assumed): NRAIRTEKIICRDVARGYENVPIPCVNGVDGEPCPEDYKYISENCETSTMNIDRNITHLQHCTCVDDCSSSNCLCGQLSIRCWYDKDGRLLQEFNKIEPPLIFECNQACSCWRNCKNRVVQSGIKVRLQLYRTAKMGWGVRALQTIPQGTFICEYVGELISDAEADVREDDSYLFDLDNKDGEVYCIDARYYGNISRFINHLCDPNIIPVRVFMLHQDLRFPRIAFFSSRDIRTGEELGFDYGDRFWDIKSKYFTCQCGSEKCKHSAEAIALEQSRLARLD
#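 Signal arises when biotinylated H3K9 peptide, once monomethylated, bridges streptavidin donor and antibody-captured acceptor beads. Enzyme at 20 nM was preincubated 15 min with test compounds; peptide 500 nM and SAM 20 uM then reacted for 2 h.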
# Apoferritin bind = candidate novel general anesthetic via apoferritin binding; apoferritin/1-aminoanthracene competitive binding, fluorescence; Potency, µM (highest dose often 77.5 µM), for the others: top-dose activity change, negative = displacement, hits mostly inhibitors; 0.074% of 350,000 active; further: on the % scale 0 is the no-effect control and ±100 the full control effect; nearly all actives have a fitted effect of over 20% in size
# Target sequence (P02791 2-175 limits assumed): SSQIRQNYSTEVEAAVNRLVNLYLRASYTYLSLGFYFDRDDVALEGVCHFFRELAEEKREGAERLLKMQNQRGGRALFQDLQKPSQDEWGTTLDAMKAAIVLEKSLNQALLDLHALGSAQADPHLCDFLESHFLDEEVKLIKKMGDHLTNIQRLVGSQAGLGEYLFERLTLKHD
#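 Concentration-response curves derived by four-parameter Hill fitting of normalized fluorescence, where compounds displaced 1-AMA from 10 uM horse apoferritin following a brief 10 min room-temperature incubation; propofol titration acted as positive control.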
# Pol eta inh = DNA polymerase eta (human) inhibition | Q9Y253 | recombinant Pol eta, fluorescent DNA replication assay | Potency, µM (series often up to 114 µM), for the others: top-dose activity change, negative = inhibition, most hits filed as inhibitors | 1.2% of 390,000 active; further: on the % scale 0 is the no-effect control and ±100 the full control effect
#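 Pol eta (10 nM) was preincubated with compounds for 15 min at room temperature, after which fluorescent replication substrate (50 nM final) was added to start the reaction. Fluorescence was read kinetically at 0 and 10 min.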
# Pol kappa inh = DNA polymerase kappa (human) inhibition; 0.53% of 400,000 active; Q9UBT6; Potency, µM (doses to about 107 µM), inactives show top-dose activity, negative = inhibition, most hits filed as inhibitors; purified Pol kappa, fluorescent DNA synthesis assay, 10 min; further: on the % scale 0 is the no-effect control and ±100 the full control effect
#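 Here, compound and 10 nM enzyme are combined for 15 min at room temperature; adding 50 nM substrate (final) starts DNA synthesis, tracked by fluorescence at 0 and 10 min against buffer-only wells.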
# POLI inh = inhibitors of human DNA polymerase iota. Q9UNA4. Pol iota fluorescent replication assay, 10 min. Potency, µM (top dose mostly 115 µM), inactives show at the top dose activity, negative = inhibition, most hits filed as inhibitors. 1% of 390,000 active. AID 588590
#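 Pol iota at 10 nM preincubated 15 min with compounds at room temperature; reaction started with fluorescent substrate, 50 nM final. Fluorescence read kinetically at 0 and 10 min; buffer-only wells as negative control.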
# BAZ2B block = inhibitors of human BAZ2B bromodomain; 4.4% of 360,000 active; Potency, µM (doses to about 114 µM), without a hit: top-dose activity change, negative = inhibition, most hits filed as inhibitors; AID 504333; AlphaScreen BAZ2B-H3K14Ac peptide displacement; further: on the % scale 0 is the no-effect control and ±100 the full control effect; nearly all actives have a fitted effect of over 60% in size
#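 Protein-peptide AlphaScreen: BAZ2B 50 nM, b-H3K14Ac 50 nM, 1x PBS pH 7.4 + 0.01% Tween-20. Preincubation 30 min RT; cpd 30 min RT (top 110 uM); beads 20 min RT, light-protected.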
# Starred values were filed as active, the others as inactive; u = inconclusive; x = no result given; & = joins results of further samples; ! = a repeat was not active; [ ] = remark or other dose. The call rests on the fitted dose curve; in most records, active means well fitted curve in the direction sought with a large enough effect; inconclusive means small, poorly fitted or top-dose-only effect, or another doubt; inactive means no such curve, though single readings can be large; an effect the other way counts as inactive or inconclusive. Potency means the concentration at half of the fitted maximal effect.
SMILES,Pol beta inh,APEX1 inh,BLM helicase inh,G9a inh,Apoferritin bind,Pol eta inh,Pol kappa inh,POLI inh,BAZ2B block
Cc1ccc(OC(C)C(=O)Nc2ccncc2)cc1C (stereo not drawn),17%,-7%,-1%,x,-12%,-1%,-13%,8%,0%
COc1ccc(OC)c(-c2cc(C(=O)Nc3ccc(F)cc3F)no2)c1,-3%,4%,-2%,7%[59 µM],-1%,21%,-6%,3%,-6%
CCOc1ccc(N(CC(=O)NCCC2=CCCCC2)S(=O)(=O)c2ccccc2)cc1,61%,u,-4%,x,-4%,-7%,2%,25%,10%
CCOc1ccc(CNC(=O)CN2C(=O)C(c3ccccc3)Oc3cccnc32)cc1 (stereo not drawn),u,10%,-6%,29%,7%,-12%,-5%,u,71µM*
COc1ccccc1NC(=O)c1cc(S(=O)(=O)N2CCCC2)cn1C,0%,50%[activator],0%,32%,-21%,6%,-10%,2%,-28%
CCC(=O)Nc1ccc(OCC2CCCO2)cc1 (stereo not drawn),21%,12%,3%,u,-2%,-10%,-7%,-2%,4%
CC(C)(C)n1nnnc1CN(Cc1ccco1)Cc1cc2cc3c(cc2[nH]c1=O)OCO3,-2%,-2%,0%,1%[59 µM],42%[activator],2%,-13%,u,-3%
O=C(Cc1ccccc1[N+](=O)[O-])Nc1ccc2c(c1)OCO2,0%,2%,-3%,u,-23%,-17%,-3%,-5%,-17%
COc1ccc(N2CCN(C(=O)C34CCC(C)(C(=O)C3)C4(C)C)CC2)cc1 (stereo not drawn),16%,-4%,-3%,u,-8%,-16%,-1%,1%,-27%
COc1ccc(C)cc1NC1=C(Cl)C(=O)N(C2CCCCC2)C1=O,14%,2%,-5%,u,u,-21%,1%,24%,u
CCN(CC(=O)Nc1c(F)cccc1F)C(=O)c1ccc(C(=O)c2ccccc2)cc1,x,-5%,x,-1%,x,1%,-16%,10%,7%
O=C(Nc1ccc([N+](=O)[O-])cc1)OCCc1ccccn1,9%,-4%,-6%,35%,30%,-3%,6%,2%,-8%
CNC(=S)SCCOc1ccc(C)cc1,7%,2%,-6%,90%[activator][59 µM],u,-12%,8%,-6%,42%[activator]
COc1ccc2c(c1OC)C(=O)OC2Nc1ccc(S(=O)(=O)N=C(N)N)cc1 (stereo not drawn),-17%,0%,-1%,-7%,5%,-3%,-5%,-5%,-6%
CN1CCC(N(C)C(=O)NC2CCCCC2)CC1,30%,-2%,-1%,-8%,-3%,-7%,-2%,70%[activator],-13%

# Some of these compounds in order of number of heavy atoms, rising:
SMILES,Pol beta inh,APEX1 inh,BLM helicase inh,G9a inh,Apoferritin bind,Pol eta inh,Pol kappa inh,POLI inh,BAZ2B block
CN1CCC(N(C)C(=O)NC2CCCCC2)CC1,30%,-2%,-1%,-8%,-3%,-7%,-2%,70%[activator],-13%
O=C(Cc1ccccc1[N+](=O)[O-])Nc1ccc2c(c1)OCO2,0%,2%,-3%,u,-23%,-17%,-3%,-5%,-17%
COc1ccc(N2CCN(C(=O)C34CCC(C)(C(=O)C3)C4(C)C)CC2)cc1 (stereo not drawn),16%,-4%,-3%,u,-8%,-16%,-1%,1%,-27%
COc1ccc2c(c1OC)C(=O)OC2Nc1ccc(S(=O)(=O)N=C(N)N)cc1 (stereo not drawn),-17%,0%,-1%,-7%,5%,-3%,-5%,-5%,-6%
CCN(CC(=O)Nc1c(F)cccc1F)C(=O)c1ccc(C(=O)c2ccccc2)cc1,x,-5%,x,-1%,x,1%,-16%,10%,7%

# Other results:
SMILES,Pol beta inh,APEX1 inh,BLM helicase inh,G9a inh,Apoferritin bind,Pol eta inh,Pol kappa inh,POLI inh,BAZ2B block
C[C@@]12CCC(=O)C=C1CC[C@@H]1[C@@H]2[C@H](O)C[C@]2(C)[C@@H]1CC[C@]2(O)C(=O)CO,x,2%[21 µM],6%[21.4 µM],24%[21.5 µM],-1%[29.3 µM],x,-3%[12 µM],x,x
C=CCNC(=O)c1cc2c(C(F)(F)F)nn(C)c2s1,17%,-1%,1%,x,-10%,-6%,-13%,19%,-31%
O=C(c1ccc2c(c1)OCO2)N(Cc1ccco1)C1(C(=O)NC2CCCCC2)CCCCC1,13%,13%,-6%,79µM*,u,4%,-14%,19%,-6%
CCCC(=O)N1CCN(c2nc(CC(C)C)c3c(c2C#N)CCC3)CC1,27%,-3%,-7%,1%,-20%,-5%,-14%,57%[activator],1%
O=C1C=CC(=C(c2ccc(O)cc2)c2ccc(O)cc2)C=C1,x,-3%&0%,-3%,22%[2.33 µM],-10%,-5%,9%,u,u
COc1ccc(C2/C(=C(/O)c3ccc(C)cc3)C(=O)C(=O)N2C)c(OC)c1 (stereo not drawn),62%,5%,-2%,x,-6%,-9%,3%,123%[activator],u
CN1CCN(C(=O)c2cc(Cl)ccc2Cl)CC1,4%,-4%,1%,-6%[59 µM],-9%,2%,-7%,7%,27%
Cc1ccc(C)c2c1sc(=NC(=O)CN1C(=O)CCC1=O)n2C,22%,0%,-13%,u,1%,-2%,0%,-9%,-3%
COc1ccc2c(C)c(CCC(=O)NCc3ccc(OC)c(OC)c3)c(=O)oc2c1,11%,x,2%,18%[59 µM],-4%,-20%,17%,30%,5%
COc1ccc(N2CCN(C(CNC(C)=O)c3ccco3)CC2)cc1 (stereo not drawn),39%,8%,-6%,u,-4%,-7%,-5%,-8%,-36%
CCCCn1c(CNC(=O)C(C)(C)C)nc2ccccc21,15%,13%,-13%,4%[59 µM],7%,-24%,7%,1%,-4%
Cn1c(N)nc2nc(CCc3ccccc3)c(=O)[nH]c2c1=O,-1%,-3%[12.4 µM],-1%,-12%[59 µM],51%[activator],1%,-4%,-8%,-3%
CCOC(=O)C1(Cc2ccccc2)CCCN(Cc2cccc(C(C)=O)c2)C1 (stereo not drawn),-16%,0%,-2%,22%,u,-20%,5%,9%,1%
NCCNS(=O)(=O)c1cccc2cnccc12,-12%[57.1 µM],u,-1%&-1%,46%[activator][12.7 µM],x,3%[57.1 µM],u,-13%[58.9 µM],x
CCC(C)N1CC23C=CC(O2)C(C(=O)OCc2ccccc2)C3C1=O (stereo not drawn),1%,-2%,1%,-39%,-11%,-2%,-4%,-1%,8%
O=S(=O)(N/N=C\c1ccc2c(c1)OCO2)c1ccccc1,u,6%,-3%,x,-10%,-11%,7%,64%[activator],-15%
COCCSc1ccccc1C(=O)N1CCN(Cc2ccccc2)CC1,-1%,-5%,-4%,u,-9%,-8%,15%,-11%,-10%
C=CCN=C1SC(C)C(=O)N1S(=O)(=O)c1ccccc1 (stereo not drawn),15%,10%,-4%,4%[12.7 µM],-12%,2%,-4%,-3%,-1%
O=C(NCc1ccncc1)/C(=N/O)c1ccccc1,2%,-2%,2%,u,-4%,-9%,-3%,-22%,-2%
CC(C(=O)N1CCc2ccccc21)N1CCN(S(=O)(=O)c2cccc(C(F)(F)F)c2)CC1 (stereo not drawn),x,8%,x,0%[12.7 µM],x,-26%,-11%,21%,2%
CCc1nnc(NC(=O)CCN2C(=O)c3ccccc3C2=O)s1,36%[activator],2%,0%,-42%,-5%,-13%,-6%,3%,-2%
O=C1CCN(S(=O)(=O)c2ccccc2)CCN1CCOCc1ccc(Cl)cc1,-2%,1%,0%,5%[12.7 µM],7%,-8%,15%,6%,-2%
CC(C)n1c(=N)c(C(=O)NCCc2ccccc2)cc2c(=O)n3ccccc3nc21,1%,-2%,1%,u,615%[activator],-4%,-2%,66%[activator],4%
CCCC(=O)NC(=S)Nc1sc2c(c1C(N)=O)CCC2,29%,-8%,-3%,7.9µM*,-10%,16%,1%[60.1 µM],9%,-7%
CCc1ccc(NC(=O)Cn2c(=O)n(CCCC(=O)NCc3ccc4c(c3)OCO4)c(=O)c3ccccc32)cc1,0%,x,-4%,-1%[59 µM],-8%,-7%,-5%,-11%,-10%
Cc1ccc(NS(=O)(=O)c2ccc(CCC(=O)O)cc2)cc1,-13%,-2%,1%,7%,-5%,-7%,-6%,-6%,-3%
Cc1ccc(CN(c2ccc(C(=O)N3CCc4ccccc4C3)cc2)S(C)(=O)=O)cc1,-7%,-6%,-7%,u,0%,-23%,-14%,1%,-6%
CCOC(=O)N1CCN(C(=O)c2ccc(C)c(S(=O)(=O)Nc3ccccc3)c2)CC1,10%,5%,-7%,4%[59 µM],-13%,-4%,-15%,5%,-12%
NC(=NCCCCCCN=C(N)/N=C(\N)Nc1ccc(Cl)cc1)/N=C(\N)Nc1ccc(Cl)cc1,-1%,0%,u,14µM*!,u,-22%&-10%&-14%,u,17%&7%&0%,-28%&-24%&-11%
Cc1cccc(NC(=O)CNC(=O)CCNC(=O)c2ccc(C(C)(C)C)cc2)c1C,x,21%,x,3%[12.7 µM],x,-25%,-3%,24%,6%
C=CCC1c2cccc(C(=O)OC)c2C(=O)N1c1ccccc1 (stereo not drawn),-1%,-2%,-5%,1%[0.501 µM],-12%,7%,-3%,16%,u
Cc1cc(C)n2cc(CSc3nnc(SCc4cn5c(C)cc(C)nc5n4)s3)nc2n1,6%,2%,-1%,-3%[59 µM],-20%,x,x,x,11%
COc1ccc(S(=O)(=O)NCCC(=O)NC2CCCCC2C)cc1[N+](=O)[O-] (stereo not drawn),x,u,x,x,x,-18%,-21%,50µM*,x
O=C(/C=C/c1ccc2c(c1)OCO2)N1CCN(c2ccccc2F)CC1,30%,18%,0%,16%[59 µM],0%,-12%,-8%,15%,-1%
COc1ccc(/C=N/Nc2ccccc2C(=O)O)cc1Cn1cc([N+](=O)[O-])cn1,-4%,-3%,-6%,22µM*,1%,-2%,-19%,u,50µM*
CC(=O)N/C(=C/c1ccccc1)C(=O)N1CCCCC1,32%[57.1 µM],-3%,1%,50µM*,4%,-11%,2%,-9%,-1%
COc1ccc(CNC(=O)C2CC(c3ccccc3C(F)(F)F)=NO2)cc1 (stereo not drawn),u,5%,0%,20%[59 µM],1%,-10%,0%,-18%,-3%
Cc1cccc(N2CCN(C(=O)c3sc4nc5n(c(=O)c4c3C)CCC5)CC2C)c1 (stereo not drawn),0%,x,-1%,u,-11%,14%,-12%,-15%,-19%

# Some of the compounds tested; count on the stated rates, not on these rows.
